Gli-Sufu antag = Gli-Sufu pathway antagonists, primary screen, luciferase luminescence, Sufu-KO-LIGHT cells, uHTS | Sufu-KO-LIGHT fibroblasts, Gli luciferase reporter luminescence | inhibition, % at 5 µM | 340,000 tested, 0.74% active;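 active means inhibition above about 55%, limit read from the data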;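 further: 0% = DMSO-treated cells and 100% = wells with medium but no cells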
CXCR6 block = CXCR6 receptor inhibitors, primary screen, cell-based, beta-arrestin, luminescence, CHO-K1 PathHunter, 1536-well; C-X-C chemokine receptor type 6 (Homo sapiens), O00574; 360,000 tested, 0.36% active; inhibition, % at 20 µM; in the data active means inhibition above about 34%, passing the limit was not always enough;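 further: antagonist mode with CXCL16 agonist at 10 nM final; 0% = 10 nM CXCL16 with DMSO and 100% = unstimulated wells without agonist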
Target sequence (O00574 whole entry, looked up): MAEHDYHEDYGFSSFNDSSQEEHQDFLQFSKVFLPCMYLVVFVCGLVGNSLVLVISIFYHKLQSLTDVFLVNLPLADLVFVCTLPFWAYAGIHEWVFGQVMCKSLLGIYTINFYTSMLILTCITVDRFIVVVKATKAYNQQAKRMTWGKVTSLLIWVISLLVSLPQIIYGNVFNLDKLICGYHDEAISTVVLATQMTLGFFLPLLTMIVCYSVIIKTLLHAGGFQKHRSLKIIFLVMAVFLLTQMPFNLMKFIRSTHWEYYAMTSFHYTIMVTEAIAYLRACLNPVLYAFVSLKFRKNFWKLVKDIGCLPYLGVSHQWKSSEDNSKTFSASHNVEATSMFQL
EBI2 block = EBI2 receptor antagonists, beta-arrestin recruitment, primary screen, cell-based, luminescence, 7a,25-OHC stimulation, uHTS | G-protein coupled receptor 183 (Homo sapiens), P32249 | 7a,25-OHC stimulated | inhibition, % at 5 µM | 360,000 tested, 0.81% active | AID 651636, 2012; in the data active means inhibition above about 38%;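 further: enzyme fragment complementation signal reports receptor beta-arrestin coupling in cells; 0% = agonist plus DMSO wells and 100% = wells without agonist; some results beyond the cut were filed as inactive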
CCR6 antagonist = CCR6 receptor antagonists, primary screen, cell-based, CHO-K1, luminescence, beta-arrestin, uHTS; inhibition, % at 20 µM; 340,000 tested, 0.49% active; C-C chemokine receptor type 6 (Homo sapiens), P51684; CHO-K1 CCR6 PathHunter beta-arrestin, CCL20-stimulated;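 active means compounds whose inhibition of the agonist-driven luminescence signal at 20 µM reaches about 50%, limit read from the data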;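 further: cells stimulated with CCL20 at 14 nM final; plate controls were DMSO with CCL20 for no effect and DMSO without agonist for full effect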
Target sequence (P51684 whole entry, looked up): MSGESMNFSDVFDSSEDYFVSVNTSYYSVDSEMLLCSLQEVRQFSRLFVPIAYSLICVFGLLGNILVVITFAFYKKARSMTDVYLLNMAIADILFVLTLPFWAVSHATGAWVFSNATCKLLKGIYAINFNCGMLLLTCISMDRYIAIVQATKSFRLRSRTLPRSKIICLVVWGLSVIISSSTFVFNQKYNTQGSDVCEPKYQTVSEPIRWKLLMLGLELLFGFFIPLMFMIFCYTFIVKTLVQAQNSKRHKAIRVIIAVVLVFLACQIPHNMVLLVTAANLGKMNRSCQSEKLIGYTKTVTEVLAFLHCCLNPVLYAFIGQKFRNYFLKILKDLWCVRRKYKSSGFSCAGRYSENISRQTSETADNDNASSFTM
NR3A LBD binder = binders of NR3A ligand-binding domain, primary screen, biophysical, differential scanning fluorimetry, uHTS; Glutamate receptor ionotropic, NMDA 3A (GRIN3A) ligand-binding domain; NR3A LBD differential scanning fluorimetry, Tm shift; 0% = protein alone, 100% = glycine-bound protein; Tm shift relative to glycine control, % at 25 µM; 340,000 tested, 2.5% active;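 active means melting temperature shift of at least 10% of the positive control shift, at one fixed dose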
A3A deaminase = APOBEC3A ssDNA deaminase inhibitors, primary screen, selectivity assay for APOBEC3G inhibitor project, biochemical, FAM/TAMRA oligo cleavage fluorescence; 330,000 tested, 0.41% active; AID 493011, 2011; recombinant A3A, FAM/TAMRA ssDNA deamination fluorescence; inhibition, % at 20 µM; DNA dC->dU-editing enzyme APOBEC-3A (Homo sapiens), P31941;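 active means at least 40% inhibition at 20 µM here, with at most 30% in a related deaminase screen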;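 further: plate controls were A3A with DMSO for no effect and wells lacking A3A enzyme for full effect; some results filed as inactive read as strong as hits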
MPTP block = mitochondrial permeability transition pore inhibitors, primary screen, biochemical, isolated mouse mitochondria, absorbance; AID 602449, 2012; 360,000 tested, 1.4% active; Ca2+ swelling absorbance, 30 min; inhibition, % at 10 µM;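 active means inhibition of 50% or more, scaled per plate between neutral and stimulator controls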;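 further: 0% = DMSO wells given calcium and 100% = 1 mM EGTA wells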
A3G deaminase = APOBEC3G DNA deaminase inhibitors, primary screen, biochemical, fluorescence, single-stranded DNA substrate, uHTS. DNA dC->dU-editing enzyme APOBEC-3G (Homo sapiens), Q9HC16. recombinant A3G, ssDNA deamination FAM/TAMRA fluorescence. inhibition, % at 20 µM. 330,000 tested, 0.28% active;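 active means inhibition of at least 40% at 20 µM, with no more than 30% in the related APOBEC3A deaminase screen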;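 further: plate controls were DMSO wells with A3G for no effect and wells lacking A3G enzyme for full effect; some compounds called inactive have numbers as strong as hits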
Target sequence (Q9HC16 whole entry, looked up): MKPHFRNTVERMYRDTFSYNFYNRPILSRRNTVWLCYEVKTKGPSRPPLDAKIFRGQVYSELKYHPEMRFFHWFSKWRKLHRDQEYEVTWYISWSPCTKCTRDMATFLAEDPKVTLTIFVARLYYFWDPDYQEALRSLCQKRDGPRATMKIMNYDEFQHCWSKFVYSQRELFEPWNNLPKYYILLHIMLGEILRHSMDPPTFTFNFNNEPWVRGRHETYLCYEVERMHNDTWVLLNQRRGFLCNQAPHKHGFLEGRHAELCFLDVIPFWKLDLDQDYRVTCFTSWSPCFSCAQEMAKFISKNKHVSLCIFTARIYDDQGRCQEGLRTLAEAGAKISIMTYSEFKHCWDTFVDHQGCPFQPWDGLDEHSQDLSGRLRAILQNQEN
Starred values were filed as active, the others as inactive; · = no result given.

compound,Gli-Sufu antag,CXCR6 block,EBI2 block,CCR6 antagonist,NR3A LBD binder,A3A deaminase,MPTP block,A3G deaminase
O=C(N/N=C/c1ccncc1)c1cccc(NC(=O)c2ccccc2Cl)c1,-9,-4,0,-13,-3,2,1.2,5
COC(=O)C1Cc2c([nH]c3ccccc23)C(C(C)C)N1 (centres undefined),10,4,-5,12,-1,-1,-0.6,-6
CN(C(=O)COc1ccccc1C(=O)NCc1ccccc1)C1CCS(=O)(=O)C1 (centres undefined),-11,-4,-14,9,0,-6,-0.1,1
COc1cc(NS(=O)(=O)c2cc3[nH]c(=O)c(=O)[nH]c3cc2C)cc(OC)c1OC,-5,-4,-7,-6,-8,9,1.4,-3
CC(=O)Nc1ccc(SCc2ncc(-c3ccccc3)o2)cc1,-99,0,6,11,0,-2,0.6,-7
O=C(NCC(F)(F)F)c1ccc(S(=O)(=O)N2CCN(C(=O)C3CCCO3)CC2)cc1 (centres undefined),-2,0,0,2,-3,-4,-0.6,-6
O=C(CNCc1ccco1)Nc1cc(S(=O)(=O)N2CCOCC2)ccc1N1CCOCC1,6,-1,-3,3,0,0,-0.7,-8
Cc1cc2c(c(C)c1CCO)C(=O)[C@H](C)C2,-23,7,-3,1,0,1,-1.0,-3
CCOC(=O)CNC(=O)c1ccc2c(c1)OCCO2,-42,-3,-1,0,-4,-2,-0.9,-3
CCOC(=O)C(NC(=O)Nc1ccc(O)cc1)(c1ccccc1)C(F)(F)F (centres undefined),-3,-1,-13,-2,3,-3,0.4,-9
Cc1ccc2[nH]c(=O)c(CN(CCc3ccccc3)C(=O)N3CCOCC3)cc2c1,-2,-2,11,2,0,1,1.1,1
Cn1c(C(=O)O)c(CC(=O)NCC2COc3ccccc3O2)c2ccccc21 (centres undefined),1,1,-2,-4,1,-2,-1.7,0
CCOC(=O)CCCc1sc(N)nc1-c1[nH]c(=O)[nH]c1C,-17,-14,-4,11,1,-2,-0.1,8
CSc1cccc(NC(=O)c2sc3nc4n(c(=O)c3c2C)CCC4)c1,-39,0,-3,10,-6,-4,-1.3,-1
CCc1cccc(NC(=O)CCNS(=O)(=O)c2ccc3[nH]c(=O)oc3c2)c1,-1,-11,9,1,-4,-3,-1.9,-10
COc1ccc(CCNc2nc(N3CCCCC3)nc(N3CCCCC3)n2)cc1OC,4,14,30,18,4,-3,3.6,-8
Cc1cc(Cl)ccc1OCC(=O)N1CCN(c2ncccn2)CC1,-2,10,56*,7,-1,0,-1.5,-6
COc1ccc(NC(=O)c2cncc(Br)c2)cc1S(N)(=O)=O,-3,-1,0,0,-3,-4,-1.9,-8
CCOC(=O)C1=C(CN2CCN(c3ccc(F)cc3)CC2)NC(=O)NC1c1cccs1 (centres undefined),-5,2,0,12,-1,-3,0.4,-6
O=C(CNC(=O)c1ccc2ccccc2c1)NCc1ccccc1F,17,-2,2,0,-1,-7,-0.9,-5

The listing continues:
compound,Gli-Sufu antag,CXCR6 block,EBI2 block,CCR6 antagonist,NR3A LBD binder,A3A deaminase,MPTP block,A3G deaminase
O=Cc1ccc(OCc2ccc3ccccc3c2)cc1,-17,-1,-17,-9,-4,-3,-0.7,-6
COc1cc(OC)c2c(=O)c(OC)c(-c3ccc(OC)c(OC)c3)oc2c1,-7,6,-6,5,-2,-3,-2.2,-10
CC(=O)N1CCc2cc(S(=O)(=O)CCC(=O)Nc3ccc(Cl)cc3F)ccc21,19,-4,9,-1,6,4,-1.1,-3
O=C(CN1CCN(c2ncccn2)CC1)N1CCCc2c1c(=O)oc1ccc(O)cc21,-8,2,-1,-7,-2,-5,-3.4,-3
CC(C)C(NC(=O)c1c(F)cccc1F)C(=O)N1CCN(S(=O)(=O)/C=C/c2ccccc2)CC1 (centres undefined),7,9,12,6,5,2,-1.0,-5
COc1ccc(OCC(=O)Nc2ccc(S(=O)(=O)Nc3cc(C)nc(C)n3)cc2)cc1,-13,5,-3,5,1,-1,-3.7,-4
O=C(N/N=C/c1ccc[nH]1)c1ccncc1,-2,-6,-6,9,1,-4,-0.6,-3
O=C(NNC(=O)C12CC3CC(CC(C3)C1)C2)c1ccccn1,2,71*,-2,92*,1,-3,-2.6,-3
Nc1nnc(SCC(=O)NC23CC4CC(CC(C4)C2)C3)s1,-3,-7,-32,-4,1,-1,4.6,-10
CC(CN1CCC(n2nccc2NC(=O)CCCc2ccccc2)CC1)c1ccccc1 (centres undefined),37,-4,4,13,1,-4,1.1,-4
Cc1ccc(NCCC(=O)c2ccc(Br)cc2)cc1,-13,2,3,2,1,0,-0.9,-7
COc1ccc(C2NC(=S)NC(O)(C(F)(F)F)C2C(=O)c2cccs2)cc1 (centres undefined),3,-11,-1,-10,1,-2,0.6,-6
Cc1ccc(-c2nc(SCC(=O)Nc3cc(S(=O)(=O)N4CCCCC4)ccc3Cl)n[nH]2)cc1,1,-3,7,15,12*,-1,1.1,-1
N#CCSc1nnc(COc2ccc3ccccc3c2)o1,-18,-13,26,-2,15*,-4,2.0,-5
CC1CCCN(C(=O)C(=O)Nc2ccc3nc4n(c(=O)c3c2)CCCCC4)C1 (centres undefined),-4,3,-5,-9,-4,-2,0.4,-7
COC(=O)[C@@]12CCCCN1[C@H](c1ccc(-c3ccc(OC)cc3)c(OC)c1)[C@@H]1C(=O)N(C)C(=O)[C@@H]12,2,6,10,16,-1,-1,1.0,-10
CCc1cc2c(SCC(=O)N3CCCC3=O)ncnc2s1,3,0,0,4,-1,0,0.6,-5
CC(C)C(=O)Nc1cccc(NC(=S)NC(=O)c2ccc([N+](=O)[O-])cc2)c1,-4,3,9,45,-5,-1,10,0
COc1cc(/C=C/C(=O)C2C(=O)C=C(C)OC2=O)cc(OC)c1O (centres undefined),8,0,1,5,0,1,-0.5,-4
O=C(N/N=C\c1cccnc1)C1c2ccccc2Oc2ccccc21,4,10,4,18,1,-4,-0.3,-7

Carrying on:
compound,Gli-Sufu antag,CXCR6 block,EBI2 block,CCR6 antagonist,NR3A LBD binder,A3A deaminase,MPTP block,A3G deaminase
CCCCOC(=O)Nc1ccc(C(N)=O)cc1,4,4,2,18,-4,-4,-2.3,-8
CC(C)C(NS(=O)(=O)c1ccc2c(c1)Cc1cc(S(=O)(=O)NC(C(=O)O)C(C)C)ccc1-2)C(=O)O (centres undefined),-18,-1,0,19,-2,-1,-0.4,-4
Brc1ccc(-n2c(SCc3nc4ccccc4[nH]3)nnc2-c2ccncc2)cc1,-2,4,5,12,-16,-8,0.3,-11
Cc1ccc(NC(=O)Cc2ccc3c(c2)OCCO3)cc1S(=O)(=O)N1CCCCC1,5,-2,2,11,-6,3,10,-1
O=C(CN1C(=O)COc2ccccc21)N1CCOCC1,-13,-8,-1,11,-1,-3,2.4,-3
O=C(COC(=O)c1ccc(F)cc1Cl)NC1CCCCCCC1,-21,2,0,13,-1,-1,-4.1,-2
CC1=C/C(=N\OS(=O)(=O)c2ccccc2)C(C)=CC1=O,3,24,-4,43,3,-2,98*,-1
COCCn1c(-c2ccc(Br)cc2)csc1=Nc1cccnc1,8,5,11,13,1,-1,1.9,-4
C=CCc1cc(C)ccc1OCCOCCC(C(=O)OCC)C(=O)OCC,3,-4,3,3,-2,-1,0.2,-3
O=C(NCSc1ccnc(SCNC(=O)c2ccc(F)cc2)n1)c1ccc(F)cc1,3,-2,3,-14,-1,-1,7.1,-1
CCOC(=O)C1(CCCc2ccccc2)CCN(Cc2nccn2CC)CC1,50,-6,-5,14,0,0,56*,-5
C/C(=N\NC(=O)c1cccc(S(=O)(=O)N2CCCC2)c1)c1ccc(F)cc1,-5,-6,3,6,-1,0,-0.1,-8
Cc1ccc(NC(=O)CSc2n[nH]c(N)n2)cc1S(=O)(=O)N1CCOCC1,3,-4,-13,8,-1,0,0.5,-9
Cc1cc(=O)oc2c(C)c(OCC(=O)N3CCN(C(=O)C4COc5ccccc5O4)CC3)ccc12 (centres undefined),10,-12,9,7,0,0,0.6,5
O=C(Nc1ccc(F)cc1)c1sccc1SCc1cccc(C(F)(F)F)c1,0,9,9,24,0,10,2.2,-3
Cc1ccc(C(=O)O)cc1S(=O)(=O)N1CCC(C(=O)O)CC1,0,-7,-3,-8,2,-1,-2.0,-6
COc1ccc(OC)c(-c2cc(C(=O)NCc3cccs3)no2)c1,0,-4,30,20,3,0,-1.8,-4
Cc1c(C(=O)OCC(=O)NC(=O)NC2CCCCC2)cccc1[N+](=O)[O-],5,-2,5,1,-7,-1,-0.7,-6
CCOc1ccccc1-c1nc(CN(Cc2cnn(C)c2)C(C)C)c(C)o1,15,-3,2,5,-3,2,-1.3,-3
CCCCCOc1ccc(NC2=CC(=O)CCC2)cc1,3,-8,5,14,-2,-2,-1.2,-4

EBI2 block, hit marks shown above.
| molecule | CXCR6 block | EBI2 block | CCR6 antagonist | NR3A LBD binder | A3A deaminase | MPTP block | A3G deaminase |
| --- | --- | --- | --- | --- | --- | --- | --- |
| Cc1cc(Cl)ccc1OCC(=O)N1CCN(c2ncccn2)CC1 | 10 | 56* | 7 | -1 | 0 | -1.5 | -6 |

Following part:
compound,Gli-Sufu antag,CXCR6 block,EBI2 block,CCR6 antagonist,NR3A LBD binder,A3A deaminase,MPTP block,A3G deaminase
O=C(/C=C/c1ccc([N+](=O)[O-])cc1)NCc1ccco1,-23,-18,10,-2,0,-4,0.7,-5
CCOC(=O)C(NC(C)=O)C(OC(C)=O)c1cccc([N+](=O)[O-])c1 (centres undefined),-7,0,0,-4,5,3,-0.6,2
CCC(C(=O)Nc1c[nH]c(=O)[nH]c1=O)c1ccccc1 (centres undefined),0,-4,-2,-11,-3,-5,-0.6,-7
Cc1noc(C(=O)N(C)c2ccccc2)c1Cl,-2,-5,-15,2,-3,-3,1.2,-7
COc1cc(/C=N/N=C(N)N)ccc1OCc1ccc(Cl)cc1,52,-5,5,14,-7,0,4.3,-1
O=C(NCCSC1CCCCC1)c1ccccc1,-50,0,-16,17,-1,-1,3.0,1
CC(C)(C)[C@H]1COC(=O)CC/C=C\C[C@@H](CC(=O)N(CCO)Cc2ccccc2)C(=O)N1,8,-12,-1,2,-4,1,-0.2,-5
CCOC(=O)CNc1nc(Cl)nc(Nc2ccc(OC)cc2OC)n1,-23,3,-15,14,13*,0,1.4,-1
Cc1ccc(N(C(C)C(=O)N2CCCCC2)S(C)(=O)=O)cc1C (centres undefined),-2,1,-13,8,1,-1,-3.2,-3
O=[N+]([O-])c1ccc(N2CCN(S(=O)(=O)c3ccccc3)CC2)cc1,-36,3,-5,24,0,6,1.5,-5
Cc1ccccc1C(=O)NCCCCc1ccccc1,-4,8,-5,10,0,-2,1.4,-7
COc1cc2nc(CN3CCC(C(O)(c4ccccc4)c4ccccc4)CC3)[nH]c(=O)c2cc1OC,·,10,35,21,1,2,0.1,-11
CNC(=O)c1c(NC(=O)c2ccc(S(=O)(=O)N3CC(C)OC(C)C3)cc2)sc2c1CCN(C(C)C)C2 (centres undefined),5,7,-5,8,1,-5,-0.5,-10
CC(Sc1nncn1C)C(=O)NCCC1=CCCCC1 (centres undefined),2,-5,11,0,0,-2,-1.1,-4
Cc1cnc(C(=O)OCC(=O)Nc2cc(-c3ccccc3)nn2-c2ccccc2)cn1,15,-8,-2,-1,-1,0,-0.4,-10
CCOC(=O)CCSc1nnc(-c2cccnc2)n1-c1ccccc1OC,0,4,0,6,1,-4,-2.2,-4

Screening results from PubChem BioAssay.
